# Assay outcomes from PubChem BioAssay.
# GFP derepression – epigenetic GFP locus derepression in mouse cells | mouse C127i GFP locus derepression, cytometry, 30 h | Potency, µM (top dose mostly 46.1 µM), for inactives: at the top dose GFP derepression (activation) | 68,000 compounds, 0.09% hits | AID 597; also: % of control where 0% means no effect
#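 Locus derepression in mouse mammary C127i cells whose integrated CMV-GFP reporter is normally silent; GFP expression after 30 h compound treatment was quantified by counting fluorescent cells.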
# Pol III holo inh – inhibitors of bacterial DNA polymerase III holoenzyme; reconstituted DNA polymerase III holoenzyme replication, biochemical; Potency, µM (series often up to 57.1 µM), without a hit: at the top dose activity change, negative = inhibition; 71,000 compounds, 0.25% hits; also: potency is read from the fitted curve at half-maximal effect; % is scaled to controls: 0 for no effect and ±100 for the full control effect
#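 Reconstituted *E. coli* holoenzyme (0.35 nM Pol III, 1 nM beta, 154 nM SSB, 2 nM primase) was preincubated with compound for 15 min at RT. Synthesis on 1.4 nM ssM13Gori ran 35 min, then was stopped with PicoGreen/EDTA and read as dsDNA fluorescence.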
# Fluorescein fluor – compound fluoresces in the fluorescein spectral region. Compound autofluorescence, 480/540 nm, fluorescein-equivalent; stronger effect = higher value. 59,000 compounds, 0.91% hits. max fluorescein-equivalent concentration, M; in the data active = max fluorescein-equivalent concentration above about 10 nM; inconclusive = between about 1.1 nM and that limit
#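 Read-out is intrinsic compound fluorescence at 480/540 nm (excitation/emission), expressed as dye-equivalent concentration using a fluorescein standard series run on every plate. Compounds sat 15 min at room temperature in 100 mM Tris, pH 8.0.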
# Rhodamine autofl – compound fluoresces in the rhodamine spectral region | Rhodamine-region fluorescence, 547/598 nm, Tris buffer; stronger effect = higher value | max dye-equivalent concentration, M | 59,000 compounds, 0.05% hits | AID 594; in the data active = max dye-equivalent concentration above about 11 nM; inconclusive = between about 1.1 nM and that limit
#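 Compound fluorescence in 100 mM Tris, pH 8.0, read after 15 min at room temperature with 547 nm excitation and 598 nm emission. Output is dye-equivalent concentration from an on-plate rhodamine standard series.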
# 15-hLO inh – 15-hLO (ALOX15) enzyme inhibition; P16050; purified 15hLO-1, xylenol orange hydroperoxide absorbance; Potency, µM (series often up to 57.1 µM), without a hit: top-dose activity change, negative = inhibition, usual class: inhibitors; 74,000 compounds, 1.4% hits; AID 887; also: potency is read from the fitted curve at half-maximal effect; % is scaled to controls: 0 for no effect and ±100 for the full control effect; nearly all actives have a fitted effect of over 55% in size
# Target sequence (P16050 whole entry, looked up): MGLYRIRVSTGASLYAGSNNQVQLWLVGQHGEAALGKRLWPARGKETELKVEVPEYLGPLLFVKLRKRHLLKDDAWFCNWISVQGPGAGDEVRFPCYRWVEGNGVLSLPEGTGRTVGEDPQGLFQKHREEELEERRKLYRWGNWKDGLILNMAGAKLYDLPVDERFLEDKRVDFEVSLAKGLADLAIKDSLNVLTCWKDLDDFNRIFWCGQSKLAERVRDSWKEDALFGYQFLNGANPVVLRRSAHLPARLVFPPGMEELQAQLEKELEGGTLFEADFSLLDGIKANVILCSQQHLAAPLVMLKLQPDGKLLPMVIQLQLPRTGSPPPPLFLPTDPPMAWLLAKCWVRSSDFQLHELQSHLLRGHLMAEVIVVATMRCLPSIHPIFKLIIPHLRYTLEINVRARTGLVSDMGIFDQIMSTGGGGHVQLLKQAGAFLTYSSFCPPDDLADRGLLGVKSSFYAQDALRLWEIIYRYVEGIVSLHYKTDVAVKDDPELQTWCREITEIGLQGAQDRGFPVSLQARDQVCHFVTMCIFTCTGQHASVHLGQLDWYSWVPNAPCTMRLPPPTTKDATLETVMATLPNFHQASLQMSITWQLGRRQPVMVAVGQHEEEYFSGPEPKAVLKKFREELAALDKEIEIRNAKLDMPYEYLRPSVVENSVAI
#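 Purified human 15hLO-1 (40 nM final) in 25 mM Hepes pH 7.5, 0.01% Triton X-100 was preincubated with compound 15 min at room temperature, then reacted 6 min with 50 uM arachidonic acid; hydroperoxide detected by Fe-XO, 573/405 nm absorbance ratio.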
# HBB splicing – hemoglobin beta splicing modulation; Potency, µM (doses to about 46.1 µM), inactives show at the highest dose activation, hits mostly activators; 65,000 compounds, 0.06% hits; HBB splicing reporter cell assay, activation; EGFP reporter with mutant IVS2-654 intron; response scale: normalised to 500 nM splice-correcting PNA; AID 925; also: potency is read from the fitted curve at half-maximal effect; 0% is about no effect
#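 HeLa cells stably expressing EGFP interrupted by mutant beta-globin intron 2 (IVS2-654), 500/well in 2% FCS. Treated with compound for 2 days at 37C. Splicing correction scored as total well GFP intensity (488 nm excitation, 500-520 nm emission); 500 nM antisense PNA served as control.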
# Ub-GFP proteasome – inhibits proteasome, raising ubiquitin-GFP reporter fluorescence | Ubiquitin-GFP reporter cells, proteasome inhibition, GFP fluorescence; response scale: untreated = 0%, 10 µM MG-132 = 100% | Potency, µM (doses to about 45.9 µM), for inactives: at the top dose activation (GFP accumulation), hits mostly activators | 67,000 tested, under 10 active | AID 526; active = well fitted activation curve with a large enough effect, not every such curve was filed as active; inconclusive = small, poorly fitted or top-dose-only effect, or another doubt; inactive = no such curve, though single readings can be large or run the other way; also: potency is read from the fitted curve at half-maximal effect
#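 Reporter cells (U2OS, ubiquitin-G76V-GFP fusion) are plated overnight, then treated 4 hr at 37 °C with compound titrations from 46 uM down to 2.9 nM. Activity is scaled against untreated cells and 10 uM MG-132.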
# 4MU fluor – compound fluoresces in the 4-MU spectral region; compound autofluorescence, 340/450 nm, 4-MU equivalents; stronger effect = higher value; max dye-equivalent concentration, M; 59,000 compounds, 11% hits; in the data active = max dye-equivalent concentration above about 10 nM; inconclusive = mostly about 1.1 nM to 9.6 nM
#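 Compounds in 100 mM Tris, pH 8.0, sat 15 min at room temperature before fluorescence was read at 340 nm excitation/450 nm emission; a per-plate six-point 4-MU standard curve converted signals to dye-equivalent concentration at each compound concentration.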
# HADH2 inh – HADH2 (human) dehydrogenase inhibition. AID 886. 73,000 compounds, 3.4% hits. Potency, µM (series often up to 57.1 µM), without a hit: at the highest dose activity change, negative = inhibition, hits mostly inhibitors. Q99714. recombinant HADH2, NADH fluorescence, beta-hydroxybutyryl-CoA; also: potency is read from the fitted curve at half-maximal effect; % is scaled to controls: 0 for no effect and ±100 for the full control effect; nearly all actives have a fitted effect of over 60% in size; many of its hits are not listed in these tables
# Target sequence (Q99714 whole entry, looked up, one chain of several): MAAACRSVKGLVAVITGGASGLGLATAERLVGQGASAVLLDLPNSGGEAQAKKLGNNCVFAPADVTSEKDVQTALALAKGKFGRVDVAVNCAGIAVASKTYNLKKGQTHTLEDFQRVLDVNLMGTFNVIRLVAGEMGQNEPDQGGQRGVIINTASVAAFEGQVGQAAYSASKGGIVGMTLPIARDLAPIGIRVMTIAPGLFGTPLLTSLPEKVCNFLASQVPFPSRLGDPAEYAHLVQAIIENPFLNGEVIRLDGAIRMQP
#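 E. coli-expressed His-tagged HADH2 tested at 20 nM in alkaline Tris buffer (pH 9.0); oxidation of 90 uM beta-hydroxybutyryl-CoA with 1 mM NAD+ tracked fluorimetrically for 4 min.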
# Hsp90 Hop PPI – changes Hsp90-Hop TPR2A binding signal, up or down; AlphaScreen TPR2A-His6 binding biotin-Hsp90 C-terminal peptide; Potency, µM (doses to about 57 µM), without a hit: top-dose activity change, negative = inhibition; 71,000 compounds, 0.44% hits; AID 595; active = well fitted curve in either direction with a large enough effect; inconclusive = small, poorly fitted or top-dose-only effect, or another doubt; also: potency is read from the fitted curve at half-maximal effect; % is scaled to controls: 0 for no effect and ±100 for the full control effect; many of its hits are not listed in these tables
# Texas Red fluor – compounds fluorescent in Texas Red spectral region; 59,000 compounds, 0.06% hits; Compound fluorescence, Texas Red channel, 547/618 nm; stronger effect = higher value; max dye-equivalent concentration, M; in the data active = max dye-equivalent concentration above about 10 nM; inconclusive = between about 1.1 nM and that limit
#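 Pin-transferred compounds and Texas Red standards go into 100 mM Tris buffer, pH 8.0. After 15 min at room temperature, plates are imaged with 547/618 nm filters. Each value is a dye-equivalent concentration derived from the per-plate dye curve.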
# * marks the source's active call; other numbers are inactive results; i = inactive; ? = inconclusive; . = not tested or not shown; [ ] = another dose, or the depositor's remark. Unless noted, calls follow the shape of the dose curve; as a rule, active = well fitted curve in the direction sought with a large enough effect; inconclusive = small, poorly fitted or top-dose-only effect, or another doubt; inactive = no such curve, though single readings can be large; an effect the other way counts as inactive or inconclusive. Some of the compounds tested. The share of hits here may be higher or lower than overall.
SMILES,GFP derepression,Pol III holo inh,Fluorescein fluor,Rhodamine autofl,15-hLO inh,HBB splicing,Ub-GFP proteasome,4MU fluor,HADH2 inh,Hsp90 Hop PPI,Texas Red fluor
COc1ccc(C2=NOC(Cn3c(Cc4ccc(Cl)cc4)nc4c3c(=O)n(C)c(=O)n4C)C2)cc1 (stereo unspecified),0%,3%,i,i,-6%,1.4%[0.369 µM],.,2.6e-08M*,14%,-2%,i
CC1CCCN(S(=O)(=O)c2ccc(S(=O)(=O)N3CCCN(Cc4ccccc4)C3)cc2)C1 (stereo unspecified),-5%,-3%,i,i,-4%,.,-1%,?,16%,-1%,?
COc1ccc(-n2c(C)cc(C(=O)CSc3nn4c(=O)c(C(C)(C)C)nnc4s3)c2C)cc1,1%,-8%,i,i,-2%,-0.9%,2%,i,-4%,-5%,?
CC1CC(C)CN(C(=O)CSc2nnc(-c3ccc(Cl)s3)o2)C1 (stereo unspecified),24%,-9%,.,.,-1%,-0.7%,-12%,.,-14%,4%,.
CC(=O)NC1=NC(=O)/C(=C/N2CCCCC2)S1,2%,-2%,i,i,7%,-6.9%[57.5 µM],2%,6.1e-08M*,-2%,-3%,i
C/C(N)=C(/C#N)C(=O)COC(=O)CSc1ccccc1,0%,-8%,i,i,-2%,0.1%[57.5 µM],-4%,i,7%,1%,i
CCN(CC)C(=O)c1sc2nc(-c3ccncc3)[nH]c(=O)c2c1C,0%,-3%,i,i,-6%,3.2%,-15%,8.7e-08M*,?,0%,i
c1ccc(CNc2nc(-c3ccoc3)nc3ccccc23)cc1,0%[9.22 µM],2%,i,i,-29%,?,-2%,i,?,-8%,i
CN(C)CCNC(=O)c1cc2ccccc2oc1=O,5%,-5%,i,i,6%,1.2%,5%,2.2e-08M*,-14%,-3%,?
CC(C)(C)NC(=O)Cn1nnc(-c2cccs2)n1,3%,0%,i,i,?,0.5%,6%,7e-08M*,32µM*,-1%,i
COc1ccccc1-n1c(SCC(=O)N2CCCCC2)nnc1-c1ccccc1O,-1%,-8%,i,i,-16%,.,6%,i,9%,-6%,i
O=C(O)CCC(=O)Nc1ccc(N2CCCCC2)c(C(=O)O)c1,1%,-4%,i,i,4%,.,-9%,?,-13%,0%,i
CC1(O)c2ccccc2C(=O)N1Cc1ccccc1 (stereo unspecified),-1%,-4%,i,i,2%,.,-3%,i,2%,1%,i
CC1CCN(c2c(NCc3ccc(C(=O)NCC4COc5ccccc5O4)cc3)c(=O)c2=O)CC1 (stereo unspecified),.,3%,.,.,-17%,-1.1%,-1%,.,-8%,-6%[2.3 µM],.
COc1ccc(OC)c(C2=NOC(C(=O)Nc3c(C)n(C)n(-c4ccccc4)c3=O)C2)c1 (stereo unspecified),.,-5%,.,.,1%,-1.1%,-9%,.,-4%,-5%[2.3 µM],.

# Among those listed so far, these have a tert-butyl group.
SMILES,GFP derepression,Pol III holo inh,Fluorescein fluor,Rhodamine autofl,15-hLO inh,HBB splicing,Ub-GFP proteasome,4MU fluor,HADH2 inh,Hsp90 Hop PPI,Texas Red fluor
COc1ccc(-n2c(C)cc(C(=O)CSc3nn4c(=O)c(C(C)(C)C)nnc4s3)c2C)cc1,1%,-8%,i,i,-2%,-0.9%,2%,i,-4%,-5%,?
CC(C)(C)NC(=O)Cn1nnc(-c2cccs2)n1,3%,0%,i,i,?,0.5%,6%,7e-08M*,32µM*,-1%,i

# Other results follow:
SMILES,GFP derepression,Pol III holo inh,Fluorescein fluor,Rhodamine autofl,15-hLO inh,HBB splicing,Ub-GFP proteasome,4MU fluor,HADH2 inh,Hsp90 Hop PPI,Texas Red fluor
Cc1cc(C)c2cc(CN(Cc3ccc4c(c3)OCO4)Cc3nnnn3Cc3ccco3)c(=O)[nH]c2c1,-1%,-25%,i,i,10µM*,.,1%,?,?,?,i
COc1ccc(CSC2=NCCN2)cc1Cl,0%[20.6 µM],.,i,i,.,.,.,i,.,.,i
Cc1cccc(-c2nnc3sc(-c4ccccc4C)nn23)c1,0%,-1%,i,i,-1%,-0.7%[57.5 µM],4%,i,1%,0%,i
COc1ccc(C2/C(=C(/O)c3ccccc3)C(=O)C(=O)N2CC(C)O)c(OC)c1 (stereo unspecified),-1%,-2%,i,i,13%,0.0%,13%,i,1%,0%,i
C=CCN1CCN(C(c2ccc(Cl)cc2)c2nnnn2CCc2ccc(OC)c(OC)c2)CC1 (stereo unspecified),1%,2%,?,i,-8%,0.0%[57.5 µM],2%,i,5%,-11%,?
COc1ncc2nc(CCc3ccccc3)c(=O)n(Cc3cccs3)c2n1,5%[9.22 µM],-6%,i,i,-5%,-0.5%,12%,i,-12%,9%,i
CN1CCN(CC(=O)n2c3c(c4ccccc42)CCCC3)CC1,0%,1%,i,i,-12%,-0.1%[57.5 µM],-3%,i,9%,-2%,i
COCc1cc(C)nc(SCC(=O)NCc2ccco2)c1C#N,2%,-9%,i,i,2%,-0.8%,1%,i,-10%,0%,i
Cc1ccc(Nc2nc(N)nc(CSc3nccn3C)n2)c(C)c1,0%,3%,?,i,6%,2.1%,2%,i,9%,-4%,i
COc1ccc(C(=O)NCCc2ccc(S(N)(=O)=O)cc2)cc1OC,0%,0%[11.4 µM],.,.,4%[11.4 µM],-4.0%[0.0738 µM],-5%[9.17 µM],.,1%[11.4 µM],-3%[11 µM],.
C=CCOc1ccccc1CNCc1cccnc1,0%,-3%,i,i,4%,-3.6%,6%,i,2%,-4%,i
CCOC(=O)C1=C(SCC(=O)Nc2ccccc2)NC(=O)C(C#N)C12CCCCC2 (stereo unspecified),2%,-2%,.,.,8%,-1.3%[9.22 µM],7%,.,6%,-3%,.
CC(C)COC(=O)C(C#N)c1nc2ccccc2nc1N1CCN(Cc2ccc3c(c2)OCO3)CC1 (stereo unspecified),0%,1%,?,i,3%,0.3%[1.84 µM],4%,i,11%,-5%,i
CNC(=O)c1ccc(N(Cc2ccccc2C)S(C)(=O)=O)cc1,0%,-9%,i,i,-1%,0.3%,0%,i,4%,3%,?
O=C(NCc1cn2ccccc2n1)c1ccc(Br)o1,.,-5%,.,.,4%,0.3%,-2%,.,8%,-2%,.

# Rewritten bar-delimited: part of the list above.
SMILES | GFP derepression | Pol III holo inh | Fluorescein fluor | Rhodamine autofl | 15-hLO inh | HBB splicing | Ub-GFP proteasome | 4MU fluor | HADH2 inh | Hsp90 Hop PPI | Texas Red fluor
COc1ncc2nc(CCc3ccccc3)c(=O)n(Cc3cccs3)c2n1 | 5%[9.22 µM] | -6% | i | i | -5% | -0.5% | 12% | i | -12% | 9% | i
CNC(=O)c1ccc(N(Cc2ccccc2C)S(C)(=O)=O)cc1 | 0% | -9% | i | i | -1% | 0.3% | 0% | i | 4% | 3% | ?
CN1CCN(CC(=O)n2c3c(c4ccccc42)CCCC3)CC1 | 0% | 1% | i | i | -12% | -0.1%[57.5 µM] | -3% | i | 9% | -2% | i

# (further entries)
SMILES,GFP derepression,Pol III holo inh,Fluorescein fluor,Rhodamine autofl,15-hLO inh,HBB splicing,Ub-GFP proteasome,4MU fluor,HADH2 inh,Hsp90 Hop PPI,Texas Red fluor
O=C(CCN1CCCCC1)NCNC(=O)CCN1CCCCC1,0%,-1%,i,i,14%,.,3%,i,-3%,-2%,i
Nc1ncnc2c1ncn2[C@H]1O[C@@H](C(=O)OCCO)[C@@H](O)[C@H]1O,-4%[9.22 µM],-4%[11.4 µM],?,i,4%[11.4 µM],3.0%[9.22 µM],-5%[9.17 µM],i,4%[11.4 µM],8%[11 µM],i
COc1ccc(S(=O)(=O)Cc2ccc(C(=O)NC3CC3)o2)cc1,-3%,-6%,.,.,5%,-1.1%,9%,.,4%,0%,.
Cc1nc2cnc(N3CCOCC3)nc2n(C)c1=O,2%[9.22 µM],-4%,i,i,4%,-0.2%,3%,i,18%,-3%,i
NC(=O)CN1CCN(C(=O)Nc2ccccc2)CC1,.,0%,.,.,-3%,-1.2%,0%,.,2%,-3%[2.3 µM],.
CCOC(=O)/C=C1\CC(=O)Nc2nonc2N1,-2%,-5%,.,.,4%,-0.6%,-9%,.,-8%,-6%,.
CC(C)(C)NC(=O)CSc1n[nH]c(=O)n1-c1ccccc1,3%,1%,i,i,-3%,-0.7%,2%,i,11%,-2%,i
CC1=C(C(=O)Nc2ccccc2Cl)C(c2ccc(N(C)C)cc2)NC(=O)N1 (stereo unspecified),0%,-2%,.,.,2%,-0.1%[9.22 µM],4%,.,2%,-17%,.
CCCCCn1c(N(C)Cc2ccccc2)nc2c1c(=O)[nH]c(=O)n2C,.,-8%,.,.,-11%,0.1%,-10%,.,7%,-3%,.
c1ccc2c(NC3CCCC3)nnc(NC3CCCC3)c2c1,-1%,1%,i,i,-7%,-1.2%,4%,6.8e-08M*,-5%,-8%,i
